PP5 inh: PP5 (human) phosphatase inhibition | inhibition, % at 6.7 µM | purified PP5c, OMFP substrate fluorescence | P53041 | hit rate 0.18% among 320,000;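 active = inhibition above the campaign's mean inhibition across all tested compounds plus 3 SD, cut at about 9.5% in these data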;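 note: 0% = DMSO only and 100% = 100 µM cantharidin control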
proCasp3 act: activators of human procaspase-3 | P42574 | recombinant procaspase-3 D3A, Ac-DEVD-pNA absorbance 405 nm | activation, % at 8.5 µM | hit rate 0.11% among 330,000 | AID 463141;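 active = activation above the mean of all tested compounds plus 3 SD, cut at about 21% in these data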;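 note: 0% = DMSO alone and 100% = DMSO wells spiked with extra 5 µM PC-3 D3A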
Target sequence (P42574 whole entry D9A/D28A/D175A): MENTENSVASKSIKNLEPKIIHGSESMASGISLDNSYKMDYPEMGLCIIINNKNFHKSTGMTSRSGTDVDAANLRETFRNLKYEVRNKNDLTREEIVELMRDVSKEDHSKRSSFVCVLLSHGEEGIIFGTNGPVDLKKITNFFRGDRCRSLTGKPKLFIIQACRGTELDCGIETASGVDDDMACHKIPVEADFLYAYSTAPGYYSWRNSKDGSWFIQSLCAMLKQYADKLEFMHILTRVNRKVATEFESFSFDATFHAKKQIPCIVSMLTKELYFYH
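assay system = Procaspase-3 D3A mutant | signal = absorbance at 405 nm, 0 and 120 min | times = 1 h preincubation plus 2 h reaction at 25 °C | repeats = single replicate | read-out = % activation between DMSO and enzyme-spiked controls | medium = Zinc-free HEPES saline buffer with Triton X-100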
GRK2 aptamer HTS: blocks RNA aptamer binding to human GRK2. P25098. hit rate 0.59% among 330,000. bead flow cytometry, FAM-aptamer displacement from GRK2. inhibition of aptamer binding, % at 10 µM;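 active = inhibition of aptamer binding above 40%, roughly 3 SD of noise, on plates passing a quality check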;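 note: median bead fluorescence of bound FAM aptamer so fluorescent compounds give negative values; no value below 0 was filed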
procasp7 counter: activates human procaspase-7, counter-screen for procaspase-3 activators; P55210; recombinant procaspase-7, Ac-DEVD-pNA absorbance 405 nm; D23A/D198A/D206A triple mutant, cannot self-cleave; scale: DMSO 0, 5 µM enzyme 100; activation, % at 8.5 µM; hit rate 0.093% among 330,000;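 active = percent activation above the screen-wide mean plus 3 SD, cut at about 25% in these data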
Target sequence (P55210 whole entry D23A/D198A/D206A): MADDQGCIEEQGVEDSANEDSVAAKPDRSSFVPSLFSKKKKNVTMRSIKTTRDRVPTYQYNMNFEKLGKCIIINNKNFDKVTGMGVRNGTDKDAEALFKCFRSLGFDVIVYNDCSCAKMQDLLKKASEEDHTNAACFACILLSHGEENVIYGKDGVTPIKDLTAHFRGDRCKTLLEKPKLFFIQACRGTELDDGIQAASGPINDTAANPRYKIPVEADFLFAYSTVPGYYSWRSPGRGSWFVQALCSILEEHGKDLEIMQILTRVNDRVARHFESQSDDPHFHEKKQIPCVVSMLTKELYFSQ
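Assay system: Uncleavable procaspase-7 mutant enzyme / Input: 2 µM procaspase-7 mutant as dispensed / Dosing: single nominal 8.5 µM compound dose, 0.8% DMSO final / Timing: 1 h enzyme–compound preincubation and 2 h substrate reaction, both 25 °C / Detection: p-Nitroaniline absorbance at 405 nm, read at 0 and 120 min / Replication: singlicate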
core dimer inh: blocks dimerization of HCV core protein | TR-FRET GST/Flag-core106 dimerization, 1536-well | inhibition, % at 5 µM | hit rate 0.33% among 300,000;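 active = inhibition above the mean of all tested compounds plus 3 SD, set per screening campaign, cut at about 45% in these data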
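System – GST-tagged and Flag-tagged HCV core protein residues 1-106 · Repeats – one well for each compound · Technique – TR-FRET 671 and 617 nm emission · Doses – one concentration, 5 µM, in 0.5% DMSO · Times – 4 h, 22.5 °C incubation · Also added – Eu donor and XL665 acceptor anti-tag antibodies · Measure – percent inhibition of core106 dimerization signal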
VLA-4 inh: inhibition in a human VLA-4 binding assay. P13612. VLA-4 expressing cells, ligand binding flow cytometry. inhibition, % (about 7 µM as worked out from the volumes in the protocol). hit rate 0.2% among 330,000. AID 2557; in the data active = inhibition above about 50%
GASC-1 inh: human JMJD2C demethylase inhibition; Q9H3R0; GST-JMJD2C(1-420) H3K9me3 demethylation, DELFIA europium; inhibition, % at 2.35 µM; hit rate 0.069% among 330,000;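 active = more than half of a compound's replicate wells show inhibition beyond 50%, single wells judged on their own value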;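 note: signal counts dimethyl H3K9 product captured on neutravidin plate; 0% = median of DMSO wells and 100% = 0.3 times that DMSO median; strong numbers were not always called active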
CTSL1 counter: blocks F. hepatica cathepsin L1 in PFM18AAP counter-screen. recombinant F. hepatica cathepsin L1, Z-Leu-Arg-MCA fluorescence. hit rate 0.49% among 300,000. inhibition, % at 5.96 µM;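 active = inhibition above the mean of all tested compounds plus 3 SD, set per screening campaign, cut at about 17% in these data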;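 note: 0% = plate median of test compound wells and 100% = 1 µM Z-Phe-Ala-diazomethylketone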
PP1 inh: blocks human PP1-alpha phosphatase, a PP5 counter-screen; P62136; purified PP1alpha, OMFP fluorescence; inhibition, % at 6.7 µM; hit rate 0.9% among 320,000;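 active = inhibition above the mean inhibition of all tested compounds plus 3 SD, computed separately for each screening campaign, cut at about 15% in these data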
Target sequence (P62136 whole entry, looked up): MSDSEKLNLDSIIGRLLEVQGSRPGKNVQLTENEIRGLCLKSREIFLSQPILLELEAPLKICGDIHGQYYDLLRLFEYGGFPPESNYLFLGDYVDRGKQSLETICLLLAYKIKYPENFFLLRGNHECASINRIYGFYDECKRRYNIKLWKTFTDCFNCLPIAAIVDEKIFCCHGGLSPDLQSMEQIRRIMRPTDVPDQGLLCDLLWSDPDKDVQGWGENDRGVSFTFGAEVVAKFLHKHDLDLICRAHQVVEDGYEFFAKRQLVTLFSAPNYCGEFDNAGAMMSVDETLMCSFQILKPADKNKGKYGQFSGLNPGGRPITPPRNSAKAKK
Numbers without * were called inactive; · = not tested or not shown. Compounds as they come, and some 2.6% of all compounds hit somewhere here.

SMILES	PP5 inh	proCasp3 act	GRK2 aptamer HTS	procasp7 counter	core dimer inh	VLA-4 inh	GASC-1 inh	CTSL1 counter	PP1 inh
CCOC(=O)c1ccc(NC(=O)CCNS(=O)(=O)c2cccs2)cc1	2.4	-3	1	-9	-7	8	-21	-5	-1
O=C(CN1CCCC1=O)NC1(C(F)(F)F)NC(=O)N(Cc2ccccc2)C1=O (stereo not drawn)	2.1	3	0	2	-5	12	1	0	-5
Cc1ccccc1N(CC(=O)NCc1ccncc1)S(C)(=O)=O	0.4	-1	0	3	-8	-7	4	-1	-3
Cc1ccc(C(=O)N/N=C\c2cccs2)cn1	1.1	9	0	2	-1	5	1	6	-1
COC(=O)c1ccc(CNC(=O)COC(=O)/C=C/c2ccc(OC)c(OC)c2)cc1	·	-1	2	4	·	-4	2	·	·
O=c1c2c3c(sc2nc2n1CCCC2)CCC3	1.3	-8	1	0	1	25	2	0	3
CC(OCCN1CCCC1)(c1ccc(F)cc1)c1ccc(F)cc1	-1.9	-4	0	-3	-1	10	0	-1	-3
COc1cc(NS(=O)(=O)c2ccc(OC)c(C)c2C)c(OC)cc1Cl	0.3	-9	4	-1	-1	-7	-21	-1	4
COc1ccccc1NC(=O)c1ccc([N+](=O)[O-])o1	0.2	1	1	-1	0	-4	-5	1	-2
CNCc1cn2cc(Cl)ccc2n1	-0.4	1	1	-7	-2	9	14	-3	0
CCCN1CCC(NC(=S)Nc2ccc(S(N)(=O)=O)cc2)CC1	0.4	-5	2	0	2	-15	1	1	-3
CC1CCCCN1C(=O)CSc1nc2cc3c(cc2c(=O)n1Cc1ccc2c(c1)OCO2)OCO3 (stereo not drawn)	-1.3	-4	2	-1	8	-5	-1	2	2
CC(=O)Nc1cccc(NC(=O)CSc2ccc3nnc(CCNC(=O)c4ccccc4)n3n2)c1	-0.4	-3	0	-2	-3	0	-4	2	-3
CN1N=C(C(C)(C)C)CC1=O	2.6	-2	0	-2	1	5	2	-3	-5
CCOc1ccc(NC(=O)c2ccc(NC(=O)CSc3nc4ccccc4c(=O)[nH]3)cc2)cc1	0.8	1	0	12	23	15	-6	-3	-3
CC1CC(C)CN(C(=O)CCc2nnc3ccc(N4CCCCC4)nn23)C1 (stereo not drawn)	1.0	0	0	14	-4	-8	39	2	-1
CC(C)CCN1C(=O)CCC1(C)C(=O)NC1CCCCCCC1 (stereo not drawn)	-2.0	-2	3	-4	2	-7	-8	-3	-3
O=C(COC(=O)COc1ccccc1[N+](=O)[O-])Nc1ccc(S(=O)(=O)N2CCCCC2)cc1	2.7	5	3	2	0	26	-1	-11	0
Cc1cnc(C(=O)Nc2ccc(C(C)C)cc2)cn1	1.9	4	3	5	0	0	11	-1	-3
O=C(O)CCn1c(C2CCCCC2)nc2ccccc21	0.7	-3	14	-3	-4	-5	3	1	-4
CCOC(=O)c1ccc(NC(=S)NC(=O)C2CCCC2)cc1	5.3	14	0	-8	-7	19	2	-2	-1
COc1ccc(/C=N/NC2=NCCCCC2)c(OC)c1	-2.4	-2	1	-6	2	14	-1	-3	0
COCCn1c(=S)[nH]c2cc(C(=O)N3CCc4ccccc43)ccc2c1=O	2.3	-6	2	-3	6	10	9	-3	3
O=C(N/N=C/c1cn(CCOc2ccccc2)c2ccccc12)c1ccncc1	1.6	-12	6	-7	4	12	-8	3	3
Cc1ccc2c(c1)C(=O)CC(O)(C(F)(F)F)O2 (stereo not drawn)	-1.4	0	1	9	0	11	-2	-1	-2

Other compounds.
SMILES	PP5 inh	proCasp3 act	GRK2 aptamer HTS	procasp7 counter	core dimer inh	VLA-4 inh	GASC-1 inh	CTSL1 counter	PP1 inh
O=C(NCC1CCCO1)c1cccc(-n2cnnn2)c1 (stereo not drawn)	-0.8	7	0	12	2	8	-13	0	0
CCOC(=O)c1sc2nc(C)nc(NCCc3ccc(S(N)(=O)=O)cc3)c2c1C	0.3	-3	0	-2	9	23	-8	3	-3
Cc1ccc(NC(=S)NCCc2ccc(S(N)(=O)=O)cc2)cc1C	3.0	-4	0	0	2	8	-4	-4	6
COc1ccc(C(CNC(=O)c2cccc(N(C)C)c2)N2CCCC2)cc1 (stereo not drawn)	1.4	6	0	-10	-2	29	-1	2	1
CCOC(=O)N=Nc1c(O)n(CC)c2ccccc12	-0.1	-1	0	5	0	19	1	3	-2
CCc1nc(SCc2ccc([N+](=O)[O-])cc2)n[nH]1	0.5	-1	0	-1	-4	15	-15	-3	1
CC(=O)c1ccc(O[C@@H]2O[C@H](CO)[C@@H](O)[C@H](O)[C@H]2O)cc1	·	-3	4	-3	·	-12	39	·	·
Cc1cc(C)nc(NC(=O)CN2C(=O)c3ccccc3C2=O)n1	0.5	-1	0	13	-3	-2	-12	0	-3
COc1cc2c(C#N)c(N3CCc4ccccc4C3)nc(N)c2c(N)n1	6.6	-6	4	-14	45	5	7	4	6
COC(=O)c1cc(Br)c(=O)n(Cc2ccc(C(=O)O)cc2)c1	1.7	5	0	-1	0	-1	-6	-4	2
COc1ccc(S(=O)(=O)N(Cc2ccccc2)c2ccccc2C(=O)Nc2ccccc2C(=O)NCc2ccco2)cc1	4.0	6	0	-1	22	4	-16	-2	1
CCn1nccc1C(=O)Nc1cc(Cl)ccc1Cl	-0.1	1	0	0	-3	3	6	6	-1
O=C(COC(=O)c1cccc(Cl)c1)Nc1ccc2[nH]c(=O)[nH]c2c1	1.2	4	3	3	2	-10	8	-6	-5
COc1cccc(CN2CC(C(=O)NCCCc3ccc(C)cc3)CCC2=O)c1 (stereo not drawn)	0.0	4	4	13	0	-3	8	1	-3
Cc1ccccc1N=Nc1c(O)n(C)c2ccccc12	0.4	-1	3	-1	3	17	7	-3	-3
COc1ccc(OC)c(NC(=O)c2cccc(S(=O)(=O)N3CCN(C(C)=O)CC3)c2)c1	1.4	-3	4	-1	1	-4	5	-1	-2
CC(CN(C)Cc1ccccc1)OC(=O)c1cccc(F)c1 (stereo not drawn)	3.1	0	4	3	1	3	6	2	-4
C=CCN(c1ccc(C(=O)Nc2cc(C)cc(C)c2)cc1)S(C)(=O)=O	2.8	-2	4	-2	4	36	-6	-2	8
CN1C(C(=O)NCc2ccccc2)CC2Cn3c(nc4cc5ccccc5cc43)C21 (stereo not drawn)	0.5	-3	2	-5	-13	3	1	1	-3
Cc1ccc(NC(=O)C(OC(=O)c2cc(C)oc2C)c2ccccc2)cc1 (stereo not drawn)	6.0	-6	0	4	7	-2	-7	-17	5
Cc1ccc(N=Nc2ccc(N)cc2C)c(S(N)(=O)=O)c1	4.6	-9	0	8	-4	-4	-22	-1	3
COc1cc(OC)cc(C(=O)NCC(=O)OCC(=O)NC(C)(C)C)c1	-1.9	4	1	3	-5	19	-1	-5	-4
O=C(Nc1ccccn1)c1ccc([N+](=O)[O-])cc1Cl	-2.4	-1	1	-7	-5	13	-8	-3	-3
O=[N+]([O-])c1cccc(/C=N/Nc2cc(N3CCOCC3)ncn2)c1	-3.0	5	3	15	8	6	3	0	-3
Cc1ccc(CN2C(=O)C3CCCN3c3ccc(S(=O)(=O)N4CCOCC4)cc32)cc1 (stereo not drawn)	-0.7	0	2	4	48*	-3	35	2	24*

core dimer inh: entries above that show a hit
canonical_smiles	PP5 inh	proCasp3 act	GRK2 aptamer HTS	core dimer inh	VLA-4 inh	GASC-1 inh
Cc1ccc(CN2C(=O)C3CCCN3c3ccc(S(=O)(=O)N4CCOCC4)cc32)cc1 (stereo not drawn)	-0.7	0	2	48*	-3	35

Nothing new here: entries from further up.
SMILES	PP5 inh	proCasp3 act	GRK2 aptamer HTS	procasp7 counter	core dimer inh	VLA-4 inh	GASC-1 inh	CTSL1 counter	PP1 inh
COc1cc(OC)cc(C(=O)NCC(=O)OCC(=O)NC(C)(C)C)c1	-1.9	4	1	3	-5	19	-1	-5	-4
O=C(Nc1ccccn1)c1ccc([N+](=O)[O-])cc1Cl	-2.4	-1	1	-7	-5	13	-8	-3	-3
O=[N+]([O-])c1cccc(/C=N/Nc2cc(N3CCOCC3)ncn2)c1	-3.0	5	3	15	8	6	3	0	-3
Cc1ccc(CN2C(=O)C3CCCN3c3ccc(S(=O)(=O)N4CCOCC4)cc32)cc1 (stereo not drawn)	-0.7	0	2	4	48*	-3	35	2	24*

Later entries:
SMILES	PP5 inh	proCasp3 act	GRK2 aptamer HTS	procasp7 counter	core dimer inh	VLA-4 inh	GASC-1 inh	CTSL1 counter	PP1 inh
COc1ccc(NC(=O)c2cccc(N3C(=O)C4C5C=CC(C5)C4C3=O)c2)cc1 (stereo not drawn)	-0.9	4	4	-4	0	11	10	2	-2
Cc1cc(-c2nnc3n2N=C(c2ccccc2Br)CS3)n[nH]1	0.2	4	0	-5	-1	9	8	5	2
O=C(CSc1nc2ccccc2c(=O)n1-c1ccccc1)NC(=O)CN1CCCC1=O	-0.8	-2	70*	2	10	10	3	-9	2
N#C/C(=C\c1cccnc1)c1ccccn1	-1.6	1	0	0	7	7	-6	2	-4
CC(C)CC(NC(=O)c1ccc(Cl)cc1)C(=O)OCc1cc([N+](=O)[O-])cc2c1OCOC2 (stereo not drawn)	3.8	0	1	-5	16	29	-7	15	5
O=C(CC1Sc2ccccc2NC1=O)Nc1cccc(C(=O)O)c1 (stereo not drawn)	1.8	6	10	-7	-11	-10	-9	-2	0
CCOc1ccc(NS(=O)(=O)c2c(C(=O)N3CCCCCC3)c(C)n(C)c2C)cc1	1.0	1	0	-5	1	1	1	-2	0
O=[N+]([O-])c1ccccc1OCCCN1CCc2ccccc2C1	-0.1	13	6	9	-2	-1	-9	-2	8
COc1ccc(OC)c(CCNC(=O)Cn2nc(C)c3c(C)n(-c4ccc(C)cc4)nc3c2=O)c1	-2.0	-5	2	0	6	-2	-9	-1	-3
O=C(c1ccccc1-n1cccc1)N1N=C(C(F)F)CC1(O)C(F)F (stereo not drawn)	-0.4	-2	0	-2	-4	-8	9	1	-3
CN(C)C(C)(C)/C=C/C(O)(c1ccccc1)c1ccccc1	-1.3	-2	0	-4	1	7	12	-2	-7
CC(C)NC(=O)c1ccc(C2SCC(=O)N2Cc2ccccc2)cc1 (stereo not drawn)	-0.5	-8	2	-3	0	11	3	-1	8
CSc1nc(N)nc(SC2C=CCCC2)c1C#N (stereo not drawn)	2.0	-11	5	9	8	0	-1	1	1
CCOC(=O)N1CCC(NC(=O)CN2C(=O)CSc3nc(C)cc(C)c32)CC1	0.8	10	0	5	-3	9	-2	0	2
Cc1ccc2nc(SCC(=O)Nc3cccc(F)c3)nc(=O)n2c1	-2.4	5	100*	1	0	11	-5	4	0
Cc1ccc(C2=NNC(C(O)C(O)C(O)C(C)O)S2)cc1 (stereo not drawn)	-4.3	-2	7	-9	1	12	-1	3	-1
CC(=O)c1c(C(C)=O)c(C)n(-c2cccc3cccnc23)c1C	-0.3	7	1	7	-1	11	1	0	-2
C/C(N)=C(/C#N)C(=O)CSc1cc(Cl)ccc1Cl	1.1	7	5	3	-2	8	9	-1	-1
O=C(CN1CCCCC1)NCCNC(=O)CN1CCCCC1	-0.8	13	1	2	1	-11	13	-3	0
CC(C)(C)OC(=O)NNC(=S)NC1CCCCC1	-4.7	-8	1	-1	-8	29	-10	4	-2
O=C(NCC(c1cccs1)N1CCOCC1)c1ccc(OCc2ccccc2)cc1 (stereo not drawn)	2.9	-2	3	3	·	5	0	·	1
